KDM4E inh – qHTS Assay for Inhibitors of Human Jumonji Domain Containing 2E (JMJD2E). JMJD2E catalytic domain, FDH-coupled NADH fluorescence (FDH is formaldehyde dehydrogenase). Potency, µM (titrated, usually from 57.1 µM), inactives show at the highest dose activity change, negative = inhibition, usual class: inhibitors. 1.6% of 230,000 active; active = well fitted inhibition curve with a large enough effect, not every such curve was filed as active; inconclusive = small, poorly fitted or top-dose-only effect, or another doubt; inactive = no such curve, though single readings can be large or run the other way;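 also: 0% = wells with enzyme and -100% = buffer wells without enzyme; nearly all actives have a fitted effect of over 50% in size; many of its hits are not listed in these tables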
Target sequence (B2RXH2 1-337 limits assumed): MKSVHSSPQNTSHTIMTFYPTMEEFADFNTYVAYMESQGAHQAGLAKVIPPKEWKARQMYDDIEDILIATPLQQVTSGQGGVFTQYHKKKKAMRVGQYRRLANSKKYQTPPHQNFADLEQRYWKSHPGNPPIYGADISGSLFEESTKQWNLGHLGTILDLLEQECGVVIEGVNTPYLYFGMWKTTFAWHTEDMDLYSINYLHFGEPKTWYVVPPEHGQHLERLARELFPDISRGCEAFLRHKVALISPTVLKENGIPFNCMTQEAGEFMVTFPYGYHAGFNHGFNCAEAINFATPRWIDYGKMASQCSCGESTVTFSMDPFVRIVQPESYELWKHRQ
GLA spleen mod – qHTS Assay for Inhibitors and Activators of Human alpha-Galactosidase From Spleen Homogenate; human spleen homogenate, 4MU-alpha-Gal fluorescence, 40 min; 0.008% of 240,000 active; Potency, µM (series often up to 80 µM), without a hit: top-dose activity change, negative = inhibition, actives largely listed as inhibitors; AID 2107, 2009;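 also: 0% = enzyme with vehicle and -100% = no enzyme basal signal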
Target sequence (P06280 32-429 limits assumed): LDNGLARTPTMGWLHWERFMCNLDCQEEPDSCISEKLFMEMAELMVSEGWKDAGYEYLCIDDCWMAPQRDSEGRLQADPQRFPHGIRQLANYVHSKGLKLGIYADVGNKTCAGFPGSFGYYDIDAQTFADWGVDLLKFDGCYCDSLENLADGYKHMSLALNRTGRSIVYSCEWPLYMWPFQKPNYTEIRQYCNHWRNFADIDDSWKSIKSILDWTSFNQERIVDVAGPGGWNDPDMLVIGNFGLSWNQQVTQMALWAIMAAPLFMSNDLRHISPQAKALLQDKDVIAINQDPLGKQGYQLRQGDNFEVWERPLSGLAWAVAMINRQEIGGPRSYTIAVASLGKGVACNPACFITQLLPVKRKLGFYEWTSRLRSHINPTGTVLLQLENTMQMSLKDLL
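Inhibition or activation of alpha-galactosidase in human spleen homogenate is scored by 4-MU fluorescence after 40 min at 37C, pH 5.0, with 1 mM substrate. AC50s come from concentration-response fitted to the Hill equation.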
SMN2 splice enh – qHTS Assay for Enhancers of SMN2 Splice Variant Expression | HEK293 SMN2-luciferase splicing reporter, luminescence, 30-36 h | Potency, µM (titrated, usually from 46.1 µM), for the others: top-dose activity change, positive = activation, actives largely listed as activators | 2.8% of 210,000 active; also: % of control where 0% means no effect; nearly all actives have a fitted effect of over 55% in size
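qHTS luciferase splicing reporter: luminescence rises when SMN2 exon 7 is included in transfected HEK293 cells. Compound exposure lasted 30-36 h at 37C, with 4.5 mM final sodium butyrate as control, followed by a ONE-Glo read.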
aGlu spleen mod – qHTS Assay for Inhibitors and Activators of Human alpha-Glucosidase From Spleen Homogenate. Lysosomal alpha-glucosidase (Homo sapiens), P10253. human spleen homogenate, 4-MU-alpha-glucoside fluorescence. Potency, µM (titrated, usually from 79.9 µM), for inactives: at the top dose activity change, negative = inhibition, most hits filed as inhibitors. 0.006% of 240,000 active;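 also: 0% = enzyme with vehicle and -100% = no enzyme basal signal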
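Human spleen homogenate (1 ug) incubated with compounds and 1 mM 4-methylumbelliferyl-alpha-D-glucopyranoside in pH 5.0 citrate/phosphate buffer, 37 C, 40 min. Stopped at pH 10; 4-MU fluorescence (Ex 365/Em 440 nm); AC50 by Hill fit.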
GAA inh – qHTS Assay for Inhibitors of Human alpha-Glucosidase as a Potential Chaperone Treatment of Pompe Disease. Lysosomal alpha-glucosidase (Homo sapiens), P10253. purified human GAA, 4-MU-alpha-glucoside fluorescence. Potency, µM (series often up to 76.9 µM), for the others: top-dose activity change, negative = inhibition, actives largely listed as inhibitors. 0.005% of 200,000 active. AID 1466, 2008;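 also: plate controls were uninhibited enzyme wells for no effect and no-enzyme background for full effect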
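AC50 values come from Hill fits of compound titrations (up to 77 uM) against 4 nM human enzyme. Substrate 4-methylumbelliferyl-alpha-D-pyranoside at 400 uM, pH 5.0 citrate buffer, 20 min room temperature; fluorescence Ex 365/Em 440 after alkaline stop.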
GoLoco inh red – qHTS Assay for Inhibitors of RGS12 GoLoco Motif Activity (Red Fluorophore). Gai1:RGS12 GoLoco peptide FP, rhodamine, 10 min. Guanine nucleotide-binding protein G(i) subunit alpha-1 (Homo sapiens), P63096. Potency, µM (doses to about 61.6 µM), inactives show at the highest dose activity, negative = inhibition, hits mostly inhibitors. 0.44% of 230,000 active. AID 880, 2007; active = well fitted inhibition curve with a large enough effect, not every such curve was filed as active; inactive = no such curve, though single readings can be large or run the other way; also: % is scaled to controls: 0 for no effect and ±100 for the full control effect; nearly all actives have a fitted effect of over 30% in size; many of its hits are not listed in these tables
ALDH1A1 inh – qHTS Assay for Inhibitors of Aldehyde Dehydrogenase 1 (ALDH1A1) | Aldehyde dehydrogenase 1A1 (Homo sapiens), P00352 | Purified ALDH1A1, NADH fluorescence, propionaldehyde substrate | Potency, µM (titrated, usually from 75.3 µM), inactives show top-dose activity, negative = inhibition, most hits filed as inhibitors | 7.3% of 220,000 active | AID 1030, 2008; active = well fitted inhibition curve with a large enough effect, not every such curve was filed as active; inconclusive = small, poorly fitted or top-dose-only effect, or another doubt; inactive = no such curve, though single readings can be large or run the other way;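 also: plate controls were no enzyme wells and a reference inhibitor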
GAA glycogen mod – qHTS Assay for Inhibitors and Activators of Human alpha-Glucosidase Cleavage of Glycogen | Lysosomal alpha-glucosidase (Homo sapiens), P10253 | recombinant GAA, glycogen substrate, Amplex Red glucose oxidase fluorescence | Potency, µM (top dose mostly 76.4 µM), inactives show at the top dose activity change, negative = inhibition, usual class: inhibitors | 0.38% of 300,000 active;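 also: 0% = full enzyme reaction and -100% = no-enzyme basal signal; the screen sought inhibitors and activators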
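qHTS, 1536-well; enzyme 4 nM final; cpd up to 77 uM; substrate bovine liver glycogen 30 ug; 50 mM citrate/phosphate pH 5.0, 0.01% Tween-20; 37 C, 40 min; Amplex Red detection 45 min RT; Hill fit → AC50.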
* marks the source's active call; other numbers are inactive results; ? = inconclusive; . = no result given; [ ] = remark or other dose. Unless noted, calls follow the shape of the dose curve; as a rule, active = well fitted curve in the direction sought with a large enough effect; inconclusive = small, poorly fitted or top-dose-only effect, or another doubt; inactive = no such curve, though single readings can be large; an effect the other way counts as inactive or inconclusive. Potency is read from the fitted curve at half-maximal effect. Some of the compounds tested, so the mix of outcomes need not match the whole.

The opening four entries (preview)
aGlu spleen mod	SMN2 splice enh	KDM4E inh	GLA spleen mod	ALDH1A1 inh	GAA glycogen mod	Compound	GAA inh	GoLoco inh red
2%	5%	-6%	3%	3.5µM*	-9%	CC1CC2=C(NC(=S)NC2c2ccc(F)cc2)/C(=C/c2ccc(F)cc2)C1 (stereo unspecified)	3%	-2%
7%	-8%	.	-8%	1%	.	C=Cc1ccccc1C=C	.	8%
-1%	-6%	5%	1%	9%	-14%	CCCCC(CC)C(=O)Nc1cc([N+](=O)[O-])ccc1F (stereo unspecified)	2%	10%
2%	.	-3%	6%	.	4%	NC(=O)c1c(NC(=O)CSc2nc(N)cc(=O)[nH]2)sc2c1CCCC2	.	34%[activator]

The list itself, from the start:
aGlu spleen mod	SMN2 splice enh	KDM4E inh	GLA spleen mod	ALDH1A1 inh	GAA glycogen mod	Compound	GAA inh	GoLoco inh red
2%	5%	-6%	3%	3.5µM*	-9%	CC1CC2=C(NC(=S)NC2c2ccc(F)cc2)/C(=C/c2ccc(F)cc2)C1 (stereo unspecified)	3%	-2%
7%	-8%	.	-8%	1%	.	C=Cc1ccccc1C=C	.	8%
-1%	-6%	5%	1%	9%	-14%	CCCCC(CC)C(=O)Nc1cc([N+](=O)[O-])ccc1F (stereo unspecified)	2%	10%
2%	.	-3%	6%	.	4%	NC(=O)c1c(NC(=O)CSc2nc(N)cc(=O)[nH]2)sc2c1CCCC2	.	34%[activator]
-5%	.	6%	-6%	0%	7%	C/C=C(\C)C(=O)NCCN1C2=NC[C@@H](C)N2C[C@@H]1Cc1ccc(OC)cc1	.	-3%
-14%	-4%	2%	-1%	7%	-21%	C/C(CC1(O)/C(=N/O)CCc2nonc21)=N\O (stereo unspecified)	-4%	-5%
0%	.	2%	0%	.	3%	Clc1cccc(Cl)c1Cn1nnc(N2CCCC2)n1	.	-5%
-3%	-13%	-8%	-9%	6%	9%	C/C(=N\Nc1ccc(S(N)(=O)=O)cc1[N+](=O)[O-])c1ccc2c(c1)OCO2	7%	9%
3%	-20%	2%	5%	0%	5%	Cc1ccccc1OCC(=O)N/N=C/c1cccc(Oc2ccc([N+](=O)[O-])cc2[N+](=O)[O-])c1	-1%	2%
-5%	-3%	-4%	0%	4%	12%	CC(=O)Nc1cccc2ncccc12	-8%	-7%
-3%	6%	1%	5%	?	-23%	C/C(CC(=O)Nc1ccccc1[N+](=O)[O-])=N\NC(=O)COc1ccccc1C	-3%	12%
5%	-19%	4%	1%	0%	0%	COc1ccccc1NC(=O)NCc1ccco1	1%	13%
0%	.	?	-15%	3%	4%	CC[n+]1c(/C=C(\C)OC)sc2ccccc21	-11%	28%
1%	0%	1%	-5%	-2%	4%	Cc1ccc(CNC(=O)COC(=O)C2CCN(S(=O)(=O)c3cccs3)CC2)cc1	-9%	3%
-9%	-15%	4%	-5%	4%	2%	CC1=C(C(=O)Nc2ccc(C)cc2)C(c2ccco2)NC(=O)N1 (stereo unspecified)	-5%	6%
-9%	-6%	6%	3%	-9%	2%	FC(F)(F)c1cccc(Oc2nc(-c3ccccc3)nnc2C(F)(F)F)c1	-4%	-36%
-1%	-8%	-2%	-4%	7.9µM*	14%	CS(=O)(=O)N(CC(=O)N1CCN(c2ccccc2F)CC1)C1CCCCC1	?	-19%
11%	4%	.	4%	-6%	.	CCCCCO	.	7%
-1%	138%	4%	5%	-2%	2%	O=C(Cc1ccccc1[N+](=O)[O-])NCc1ccc2c(c1)OCO2	8%	10%
2%	.	2%	7%	-6%	-2%	CCN1CCN(C(=O)c2ccc(CN(c3ccccc3)S(=O)(=O)c3ccccc3)cc2)CC1	5%	8%
-7%	-11%	6%	-14%	3%	1%	COC(=O)C1=C(C(=O)c2ccccc2)C(c2ccc(OC)c(OC)c2)Nc2nnnn21 (stereo unspecified)	0%	8%
14%	-10%	?	?	?	-5%	c1ccc2nc3[nH]cnc3nc2c1	?	-5%
-5%	?	-8%	-3%	10%	-2%	COC(=O)Cn1cnc2c1c(=O)n(C)c(=O)n2C	-2%	2%
5%	3%	2%	1%	-5%	-10%	Cc1nn(-c2ccccc2)c(Cl)c1C1C(C#N)=C(N)OC2=C1C(=O)CCC2 (stereo unspecified)	-13%	4%
-6%	-22%	-23%	-5%	?	-5%	CCOC(=O)c1c(NC(=O)CCC(=O)N2CCOCC2)sc2c1CC(C)(C)OC2	5%	-11%
4%	.	3%	6%	7%	1%	COc1cc(NC(=O)CSc2nnc3c(C)cc4c(C)ccc(C)c4n23)c(C(=O)O)cc1OC	-6%	7%
-4%	?	-4%	5%	?	2%	O=C(/C(C=Nc1cccc(C(F)(F)F)c1)=C(/O)c1ccco1)C(F)(F)F	6%	27%
1%	.	0%	2%	.	0%	CS(=O)(=O)N1CCN(C(=O)COc2ccc3ccccc3c2)CC1	.	7%
1%	.	?	7%	?	-1%	O=c1c2cc(N3CCOCC3)ccc2[nH]c(=S)n1CCc1ccccc1	2%	-1%
-3%	-57%[inhibitor]	-6%	2%	18%	9%	CCOc1cc(CNCCc2ccccc2)ccc1OCC(=O)NC(C)(C)C	-1%	1%
-4%	.	3%	0%	.	2%	COc1ccccc1C(=O)Nc1nsc(-c2ccccc2)n1	.	9%
.	7%	?	7%	2%	-11%	Cc1[nH]c(=O)nc2c1CCC2	-9%	5%
2%	?	-1%	1%	8%	-4%	COC(=O)C(NC(=O)C(NC(=O)c1ccccc1)C(C)C)C(C)C (stereo unspecified)	7%	1%
3%	.	6%	3%	8%	-4%	COc1ccc(NC(=O)NCc2ccco2)c(OC)c1	-11%	0%
0%	-11%	-12%	0%	-9%	-18%	COc1ccc(-c2cnn3c(N)c(S(=O)(=O)C(C)(C)C)cnc23)cc1	-11%	6%
1%	?	-9%	-15%	7%	4%	CCNC(=O)NC(=O)C(C)Oc1ccc(Br)cc1Br (stereo unspecified)	4%	-28%
3%	-44%[inhibitor]	3%	8%	2µM*	12%	C=CCOc1c(Cl)cc(CNc2ccc(N(C)C)cc2)cc1OC	0%	22µM*
-8%	-33%[inhibitor]	-5%	0%	1%	-13%	COC(=O)c1cc(Br)c(=O)n(CCN2CCCCC2)c1	-5%	7%
0%	-4%	-30%	-9%	7%	12%	O=c1[nH]c(=O)c2cc([N+](=O)[O-])cc([N+](=O)[O-])c2[nH]1	-2%	-16%
-14%	-3%	-7%	5%	9%	-6%	CCN(CC)C(=O)CN(c1ccc(F)c(Cl)c1)S(C)(=O)=O	-3%	5%
2%	-8%	3%	5%	-5%	2%	CCn1nnnc1NC(=O)c1cc(Cl)c(OC)c(Cl)c1	3%	7%
-10%	-3%	.	3%	0.89µM*	.	COc1ccc(Oc2ncc3ncc(=O)n(CCc4ccccc4)c3n2)cc1	.	9%
-8%	?	-4%	-4%	-4%	-4%	Cc1cnc(C(=O)Nc2ccccc2F)cn1	-8%	-7%
-1%	-6%	3%	-18%	4%	3%	CCOC(=O)N1CCN(CC(O)COCc2ccccc2)CC1 (stereo unspecified)	-10%	-4%
5%	-15%	-4%	6%	6%	0%	Cc1ccc(S(=O)(=O)N2CCOCC2)c2nsnc12	-3%	7%
-11%	-4%	-2%	-1%	2%	2%	CCCOc1ccc(C(CC(=O)O)NC(=O)c2cccs2)cc1 (stereo unspecified)	-1%	11%
-15%	28%	-7%	2%	14µM*	-12%	O=C(OC(C(=O)Nc1cccc(C(F)(F)F)c1)c1ccccc1)C1CCCCC1 (stereo unspecified)	-5%	2%
6%	-16%	.	-1%	?	.	CN1CCN(c2ncc3nc(CCc4ccccc4)c(=O)n(CCC#N)c3n2)CC1	.	3%
7%	-8%	?	12%	?	0%	CSc1ccc2[nH]c(=O)cc(C)c2c1	?	8%
-1%	3.5µM*	11%	-1%	5%	-8%	Cc1ccc(OCc2nc3ccccc3[nH]2)cc1	3%	6%
-2%	2%	?	-4%	?	2%	Cc1nc2oc3c(NCc4ccccn4)ncnc3c2c2c1COC(C)(C)C2	-9%	18%
7%	-54%[inhibitor]	1%	7%	4.5µM*	1%	O=C(/C=C/c1ccc(N2CCCCC2)c([N+](=O)[O-])c1)c1ccc(S(=O)(=O)N2CCCC2)cc1	?	15%
6%	17%	2%	21%	7%	4%	CCOC(=O)N1CCN(C(=O)CN(C)S(=O)(=O)c2ccc(OC)c(OC)c2)CC1	0%	-8%
-7%	17%	-4%	-8%	6%	-8%	COCC(C)n1c(SCc2nc(N)nc(Nc3ccccc3C)n2)nc2ccccc2c1=O (stereo unspecified)	0%	5%
9%	.	?	?	.	?	N#CC1CC(c2ccccc2)Nc2cc(Cl)ccc2N1 (stereo unspecified)	.	-11%
0%	?	-14%	-5%	1%	2%	Nc1ccc(C(=O)Nc2ccc3nc(-c4ccncc4)[nH]c3c2)cc1	?	22%

Source: PubChem (National Center for Advancing Translational Sciences (NCATS))
